HepG2 viability = qHTS for Inhibitors of TGF-b: Cytotox Counterscreen. HepG2 CAGA-GFP viability, ATP luminescence, 18 h. Potency, µM (highest dose often 46.1 µM), without a hit: at the top dose activity change, negative = cytotoxicity, most hits filed as cytotoxic. hit rate 0.76% among 410,000. AID 588856, 2011; note: potency is the fitted concentration of half-maximal effect; some results filed as inactive show a strong effect at the top dose
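HepG2 CAGA-GFP cells (1000/well, DMEM with 1% FBS) received compound, then TGF-beta at 500 pg/mL final, and were incubated 18 hours at 37 degrees C. Viability was read by CellTiter-Glo luminescence. Media-only wells were set as complete cell-killing and DMSO as no toxicity.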
Nrf2 inh = Nrf2 qHTS screen for inhibitors. A549 ARE-Fluc reporter, luciferase luminescence, 18-24 h. Potency, µM (series often up to 46 µM), inactives show at the highest dose activity change, negative = inhibition, hits mostly inhibitors. hit rate 2.1% among 360,000. AID 504444, 2011; note: potency is the fitted concentration of half-maximal effect; % is set by controls: 0 for no effect and ±100 for the full control effect; nearly all actives have a fitted effect of over 60% in size
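Reporter: ARE-Fluc in A549. Exposure: 18-24 h, 37 °C, 5% CO2, 5% FBS OPTI-MEM. Readouts: fluorescent cytotoxicity (CellTiter-Fluor), then luminescent Nrf2 signal after BugLite.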
EPAC2 ag = qHTS for Agonist of cAMP-regulated guanine nucleotide exchange factor 4 (EPAC2): primary screen; Rap guanine nucleotide exchange factor 4 (Homo sapiens), Q8WZA2; EPAC2 activation, biochemical qHTS; response scale: 100% = 6.5 mM cAMP response; Potency, µM (doses to about 154 µM), inactives show top-dose activation, hits mostly activators; hit rate 0.079% among 360,000; note: potency is the fitted concentration of half-maximal effect; nearly all actives have a fitted effect of over 50% in size
Target sequence (Q8WZA2 whole entry, looked up): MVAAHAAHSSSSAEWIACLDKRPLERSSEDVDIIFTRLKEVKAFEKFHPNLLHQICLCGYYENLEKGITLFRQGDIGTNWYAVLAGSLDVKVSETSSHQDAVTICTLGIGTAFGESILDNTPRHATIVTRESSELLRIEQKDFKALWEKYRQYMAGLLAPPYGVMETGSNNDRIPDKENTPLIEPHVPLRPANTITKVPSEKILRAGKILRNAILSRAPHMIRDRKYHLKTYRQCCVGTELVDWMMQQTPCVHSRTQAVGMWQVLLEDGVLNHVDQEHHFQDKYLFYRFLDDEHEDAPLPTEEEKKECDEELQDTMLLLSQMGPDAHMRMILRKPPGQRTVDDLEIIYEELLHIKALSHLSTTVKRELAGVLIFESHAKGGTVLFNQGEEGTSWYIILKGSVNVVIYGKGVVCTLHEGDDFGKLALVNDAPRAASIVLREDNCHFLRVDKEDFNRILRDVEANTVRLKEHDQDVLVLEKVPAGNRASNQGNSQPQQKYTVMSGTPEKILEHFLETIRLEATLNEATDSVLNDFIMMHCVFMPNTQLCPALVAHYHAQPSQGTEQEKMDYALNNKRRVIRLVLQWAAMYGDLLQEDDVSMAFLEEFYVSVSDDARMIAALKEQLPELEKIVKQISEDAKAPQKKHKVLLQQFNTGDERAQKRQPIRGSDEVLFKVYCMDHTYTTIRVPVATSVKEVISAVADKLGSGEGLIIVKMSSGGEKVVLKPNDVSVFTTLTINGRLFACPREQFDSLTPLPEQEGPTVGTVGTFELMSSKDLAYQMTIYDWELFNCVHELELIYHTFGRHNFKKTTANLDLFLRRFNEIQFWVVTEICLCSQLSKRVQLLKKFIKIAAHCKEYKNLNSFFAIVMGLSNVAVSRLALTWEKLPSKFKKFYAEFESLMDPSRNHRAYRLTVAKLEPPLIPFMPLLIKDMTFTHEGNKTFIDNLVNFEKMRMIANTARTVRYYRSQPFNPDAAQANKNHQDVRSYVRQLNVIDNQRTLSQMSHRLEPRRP
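Setup: EPAC2 100 nM, labeled Rap1B complex 250 nM, free GDP 50 uM. Compound titrations pinned in, brief spin, 5 min room temperature incubation. Kinetic fluorescence read over 30 min, normalized to 6.5 mM cAMP.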
IL-2 act = qHTS of IL-2 Activators. hit rate 0.065% among 360,000. activation, % (series mostly up to about 46 µM). IL-2 activation reporter assay, cell-based qHTS; stimulated with anti-CD3/CD4/CD28 beads; in transgenic mouse T cells; in the data active = activation above about 50%; inconclusive = mostly about 30% to 49%; note: 0% is about no effect
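Quantitative HTS in unstimulated transgenic mouse T cells, with memory T cells as non-tolerant control and PMA/ionomycin as tolerance-bypass control. Compound pretreatment lasted 60 minutes before 18 h bead stimulation; EGFP/DsRed fluorescence read.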
A549 tox = Nrf2 qHTS screen for inhibitors: counterscreen for cytotoxicity; A549 ARE-Fluc cells, CellTiter-Fluor viability, 18-24 h; Potency, µM (titrated, usually from 46 µM), for inactives: at the highest dose activity change, negative = cytotoxicity, actives largely listed as inhibitors; hit rate 0.16% among 390,000; AID 504648, 2011; note: potency is the fitted concentration of half-maximal effect; % is set by controls: 0 for no effect and ±100 for the full control effect
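A549 ARE-Fluc cells in 5% FBS OPTI-MEM, 5000 cells/well, rested 2 h then exposed to compounds in concentration-response for 18-24 h at 37 °C. Viability by CellTiter-Fluor fluorescence (Ex 405/Em 525) after 30 min; luciferase luminescence (BugLite, 15 min, RT) read afterwards.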
TGFb inhibitor = qHTS for Inhibitors of TGF-b. HepG2 CAGA-GFP TGF-b/SMAD3 reporter, GFP fluorescence, 18 h; TGF-beta stimulated, 500 pg/mL final. Potency, µM (top dose mostly 46.1 µM), without a hit: at the top dose activity, negative = inhibition, hits mostly inhibitors. AID 588855, 2011. hit rate 1.2% among 410,000; note: potency is the fitted concentration of half-maximal effect; % is set by controls: 0 for no effect and ±100 for the full control effect; nearly all actives have a fitted effect of over 65% in size
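Cell-based qHTS in HEPG2 carrying a CAGA-GFP Smad reporter; compounds added before 500 pg/mL final TGF-beta, 18 h incubation at 37 degrees C, GFP fluorescence quantified per cell by imaging cytometry.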
S2 tox = Viability Counterscreen for Primary qHTS for Inhibitors of ATXN expression. AID 651635, 2014. S2 cells (HEK-293 line with an ATXN2-luciferase reporter) viability, CellTiter-Fluor protease fluorescence, 24 h. Potency, µM (titrated, usually from 56.7 µM), most hits filed as cytotoxic. hit rate 0.49% among 400,000; note: potency is the fitted concentration of half-maximal effect; nearly all actives have a fitted effect of over 40% in size
ATXN2 expr inh = Primary qHTS for Inhibitors of ATXN expression | HEK-293 ATXN2-luciferase reporter, luminescence, 24 h | Potency, µM (highest dose often 57 µM), for inactives: top-dose activity change, negative = inhibition, hits mostly inhibitors | hit rate 0.72% among 360,000 | AID 1745845, 2022; note: potency is the fitted concentration of half-maximal effect; % is set by controls: 0 for no effect and ±100 for the full control effect; nearly all actives have a fitted effect of over 55% in size
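qHTS (up to 57 uM final) was run with 24 h compound exposure of reporter cells at 37 °C. Each well was multiplexed: SteadyGlo luminescence measured ATXN2-luciferase expression after a fluorogenic Gly-Phe-AFC viability readout (25 uM final).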
Nrf2 ARE act = qHTS of Nrf2 Activators | AREc32 ARE-luciferase reporter (MCF7-derived line), luminescence, 24 h | Potency, µM (titrated, usually from 46.1 µM), for inactives: at the highest dose activation, actives largely listed as activators | hit rate 0.31% among 410,000 | AID 624171, 2012; note: potency is the fitted concentration of half-maximal effect; % of control where 0% means no effect; nearly all actives have a fitted effect of over 65% in size
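Quantitative high-throughput format: AREc32 reporter cells, 1000 per well, received compound by pin transfer and were incubated 24 hr at 37 deg C, 5% CO2, before Steady-Glo luminescence detection.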
* marks the source's active call; other numbers are inactive results; i = inactive; ? = inconclusive; nt = no result given; & = joins results of further samples; [ ] = remark or other dose. Unless noted, calls come from the whole dose curve; as a rule, active = well fitted curve in the direction sought with a large enough effect; inconclusive = small, poorly fitted or top-dose-only effect, or another doubt; inactive = no such curve, though single readings can be large; an effect the other way counts as inactive or inconclusive.

SMILES	HepG2 viability	Nrf2 inh	EPAC2 ag	IL-2 act	A549 tox	TGFb inhibitor	S2 tox	ATXN2 expr inh	Nrf2 ARE act
CN(C)C(CNC(=O)C1CCN(S(=O)(=O)c2ccccc2C(F)(F)F)CC1)Cc1ccccc1 (stereo not drawn)	-25%	-10%	0%	-1.0	0%	12%	i	4%	0.1%
O=Cc1ccc(Oc2cccc(C(F)(F)F)c2)nc1	1%	-10%	-1%	0.8	-11%	17%	i	5%	0.1%
Cc1nc(NC(=O)c2cncc(Br)c2)ccc1Br	-11%	?	?	-0.1	0%	1%	i	6%	1.9%
COc1ccc(C(=O)N2CCCC(Nc3ccc(C)c(C)c3)C2)c(OC)n1 (stereo not drawn)	2%	3%	1%	0.3	-4%	4%	?	11%	-0.2%
Cc1ccccc1Cn1cc(NC(=O)c2cc(-c3cccs3)on2)cn1	-1%	nt	-5%	-1.3	-3%	1%	i	-31%	2.6%
CC1CN(C(=O)COC(=O)/C=C/c2cccc([N+](=O)[O-])c2)CC(C)O1 (stereo not drawn)	-47%	-25%	-2%	-1.1	-1%	?	i	-21%	15%
CCOc1ccc(C(=O)NC2CCCCCCC2)cc1	-3%	?	3%	-3.1	6%	15%	?	57%[activator]	-0.4%
O=C(O)COc1ccccc1C(Nc1cccnc1)c1cc(Cl)c2cccnc2c1O (stereo not drawn)	-12%	-5%	1%	-0.1	-14%	-9%	i	1%	-0.1%
Cc1cc(C(=O)NC2CCCCC2)c2cc(F)ccc2n1	1%	10%	9%	1.1	2%	-13%	i	nt	-0.3%
CCOc1cccc(-c2cc(C(=O)NN)[nH]n2)c1	1%	14%	5%	0.7	-3%	3%	?	-7%	2.4%

Part of the list above in order of molecular weight, ascending:
SMILES	HepG2 viability	Nrf2 inh	EPAC2 ag	IL-2 act	A549 tox	TGFb inhibitor	S2 tox	ATXN2 expr inh	Nrf2 ARE act
CCOc1cccc(-c2cc(C(=O)NN)[nH]n2)c1	1%	14%	5%	0.7	-3%	3%	?	-7%	2.4%
O=Cc1ccc(Oc2cccc(C(F)(F)F)c2)nc1	1%	-10%	-1%	0.8	-11%	17%	i	5%	0.1%
CCOc1ccc(C(=O)NC2CCCCCCC2)cc1	-3%	?	3%	-3.1	6%	15%	?	57%[activator]	-0.4%
CC1CN(C(=O)COC(=O)/C=C/c2cccc([N+](=O)[O-])c2)CC(C)O1 (stereo not drawn)	-47%	-25%	-2%	-1.1	-1%	?	i	-21%	15%
Cc1ccccc1Cn1cc(NC(=O)c2cc(-c3cccs3)on2)cn1	-1%	nt	-5%	-1.3	-3%	1%	i	-31%	2.6%
COc1ccc(C(=O)N2CCCC(Nc3ccc(C)c(C)c3)C2)c(OC)n1 (stereo not drawn)	2%	3%	1%	0.3	-4%	4%	?	11%	-0.2%
Cc1nc(NC(=O)c2cncc(Br)c2)ccc1Br	-11%	?	?	-0.1	0%	1%	i	6%	1.9%
O=C(O)COc1ccccc1C(Nc1cccnc1)c1cc(Cl)c2cccnc2c1O (stereo not drawn)	-12%	-5%	1%	-0.1	-14%	-9%	i	1%	-0.1%
CN(C)C(CNC(=O)C1CCN(S(=O)(=O)c2ccccc2C(F)(F)F)CC1)Cc1ccccc1 (stereo not drawn)	-25%	-10%	0%	-1.0	0%	12%	i	4%	0.1%

(more compounds)
SMILES	HepG2 viability	Nrf2 inh	EPAC2 ag	IL-2 act	A549 tox	TGFb inhibitor	S2 tox	ATXN2 expr inh	Nrf2 ARE act
COc1cc(/C=C2/CC/C(=C/c3ccc(O)c(OC)c3)C2=O)ccc1O	-33%	?	0%	10	?	-7%	i	-3%	6.2%
CCOc1ccccc1NC(=O)C(=O)N/N=C/c1cc(Br)ccc1O	-5%	?	-5%	-2.7	-11%	-13%	i	?	-0.6%[9.22 µM]
O=C(Cc1ccccc1)N/N=C/c1ccc[nH]1	-21%	-16%	-2%	1.1	-5%	-2%	i	1%	0.1%
CS(=O)(=O)N(CC(N)=O)c1ccc2c(c1)OCO2	7%	-16%	10%	-0.7	-16%	8%	i	5%	-0.6%
O=C(Nc1ccccc1)O/N=C(\c1ccccc1)c1ccccn1	-2%	21%	8%	-3.1	-2%[1.84 µM]	23%	i	26%	-0.9%
COc1ccc(OC)c(Nc2nc(C3CC3)nc3c2nnn3Cc2ccccc2)c1	4%	-11%	3%	2.0	0%	-17%	?	-9%	0.4%
COc1ccc(S(=O)(=O)N2CCCCCC2)cc1N(C)S(=O)(=O)c1ccc(C)cc1	-9%	?	11%	-4.0	-6%	?	i	-10%	0.6%
COc1ccc(C(=O)COc2ccc(NC(C)=O)cc2)cc1	-12%	7%	8%	0.3	1%	1%	i	4%	0.3%
CC(C)CC(C(=O)O)N1C(=O)C2C3C=CC(C2C1=O)C1C(=O)N(C(CC(C)C)C(=O)O)C(=O)C31 (stereo not drawn)	1%	10%	0%	2.3	2%	0%	i	5%	-0.3%
O=C(OCCCC(=O)N1CCOCC1)c1ccccc1	-2%	5%	3%	-1.5	0%	-9%	i	-9%	-0.1%
Cc1cc(NC(=O)CCSc2ccccc2)no1	0%	7%	-12%	-1.9	3%	-1%	i	12%	-0.6%
Cc1ccc(S(=O)(=O)CCc2nnc(NC(=O)c3ccccn3)s2)cc1	-31%	nt	7%	-1.9	0%	?	i	-21%	2.6%
CC1=C(/C=C/C(C)=C/C=C/C(C)=C/C(=O)O)C(C)(C)CCC1	-9%	?	3%	0.0	-2%	-4%	?	11%&-14%	-2.0%
CCCOc1ccc(Cn2ccnc2)cc1[N+](=O)[O-]	10%	5%	-4%	27	1%	10%	i	5%	3.2%
CC(C)CN(C(=O)C1CC1)c1c(N)n(Cc2ccccc2)c(=O)[nH]c1=O	2%	10%	11%	0.2	-3%	8%	i	7%	-0.7%
Cc1c(C(=O)Nc2cc(S(=O)(=O)N3CCOCC3)ccc2N2CCOCC2)oc2ccccc12	-1%	?	6%	0.2	?	-6%	?	-26%	-0.2%
Cc1cc(C(=O)O)c(C)n1Cc1ccncc1	5%	1%	2%	-3.7	0%	15%	i	-7%	-0.2%
C[C@H](c1ccccc1)N1C[C@H](COCc2ccccc2)Oc2cc(N3CC[C@@H](N(C)C)C3)ccc2S1(=O)=O	nt	nt	-1%	-0.4	nt	nt	i	3%	4.8%
COc1ccc(-c2cccc(NS(=O)(=O)c3cc([N+](=O)[O-])ccc3Cl)c2)nn1	-11%	-14%	10%	-0.1	0%	-6%	i	2%	9.9%
COc1ccc(-c2nc3scc(CCNS(=O)(=O)c4ccc5c(c4)OCCO5)n3n2)cc1OC	3%	nt	nt	nt	-14%	0%	nt	nt	6.5%
COc1cccc(/C=N/Nc2ccc(Cl)nn2)c1OC	-5%	1%	6%	0.2	0%	-5%	i	nt	4.0%
Cc1ccsc1C(=O)N1CC=C(c2ccccc2)CC1	1%	10%	0%	-0.7	14%	-34%	i	4%	4.0%
Cc1ccc(NC(=S)NCCc2ccccc2)c(C)c1	-30%	-2%	-7%	-0.6	14%	-7%	i	19%	0.5%
CN(C)C=Nc1nonc1-c1ncn[nH]1	-5%	nt	3%	-2.2	-8%	9%	i	-11%	-0.3%
COc1ccc(-c2nc3sc(CCNC(=O)C(=O)Nc4ccc(OC)c(OC)c4)c(C)n3n2)cc1	-11%	nt	nt	nt	-1%	-2%	nt	nt	-1.2%
CC(C)c1ccc(N(CC(=O)NC2CCCCC2)C(=O)CCC(=O)Nc2ccccn2)cc1	1%	-4%	-13%	-0.7	-4%	-2%	i	-4%	-0.2%
O=C(Cc1c(Cl)cccc1Cl)N1CCN(S(=O)(=O)c2cccs2)CC1	19%	2%	3%	-0.1	1%	14%	i	-7%	-0.3%
CC1Cc2ccccc2N1C(=O)c1cc2sccc2n1Cc1ccccc1 (stereo not drawn)	1%	-16%	3%	0.5	-4%	-1%	i	-10%	-0.3%
CN1CCN(C(=O)c2cnn3c(C(F)(F)F)cc(-c4cccs4)nc23)CC1	2%	12%	-4%	-1.2	-4%	-12%	i	-11%	0.4%
Cn1c(Cc2nc(-c3cnccn3)no2)nnc1SCC(=O)Nc1ccccc1	-9%	?	0%	0.6	1%	4%	i	-5%	-0.6%
Clc1ccc(-c2nnc(-c3ccccc3Cl)o2)cc1	-18%	?	19%	0.6	4%	1%	i	8%	?
S=C(NCCc1ccccc1)NC1CC2CCC(C1)N2Cc1ccccc1 (stereo not drawn)	2%	-4%	1%	1.0	1%	-15%	i	-26%[11.3 µM]	0.7%

Assay outcomes (PubChem)

No enrichment for hits. Share with any hit: about 4.3%.
